# Shiga inhibitor: Shiga toxin inhibition; Vero cells, Shiga toxin protein synthesis inhibition reporter; inhibition, % at 38.7 µM; 290,000 tested, 9.2% active; AID 2315; in the data active means inhibition mostly above about 28%, no sharp cut-off; inactive means mostly below about 43%; further: 0% is about no effect
# CHX counter: affects cycloheximide protein synthesis inhibition readout, counter-screen; cell reporter, cycloheximide protein synthesis inhibition counterscreen; max response, %; 300,000 tested, 12% active; AID 2314; in the data active means max response mostly above about 13%, no sharp cut-off; inactive means mostly below about 14%; further: read at 38.3 µM for the half of the compounds with a filed dose; 0% is about no effect
# Pf growth 96h: inhibits malaria parasite growth, 96 h. P. falciparum luciferase reporter growth, 96 h. Potency, µM (highest dose often 28.7 µM), for inactives: at the top dose activity change, negative = inhibition, actives largely listed as inhibitors. 320,000 tested, 6.9% active. AID 504834; further: potency means the concentration at half of the fitted maximal effect; on the % scale 0 is the no-effect control and ±100 the full control effect
#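 Two parasite generations (96 h, 37 C, 5% CO2) of compound exposure in infected erythrocytes (0.05% parasitemia, 2% hematocrit). Luciferase-reporter P. falciparum; decreased luminescence indicates inhibited growth, aimed at apicoplast-acting delayed death.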
# Giardia FBPA inh: inhibitors of Giardia lamblia fructose-1,6-bisphosphate aldolase. A8B2U2. purified Giardia FBPA. Potency, µM (titrated, usually from 59.6 µM), inactives show at the highest dose activity, negative = inhibition, usual class: inhibitors. 290,000 tested, 0.71% active. AID 2451; further: potency means the concentration at half of the fitted maximal effect; on the % scale 0 is the no-effect control and ±100 the full control effect; nearly all actives have a fitted effect of over 55% in size
# Target sequence (A8B2U2 whole entry, looked up): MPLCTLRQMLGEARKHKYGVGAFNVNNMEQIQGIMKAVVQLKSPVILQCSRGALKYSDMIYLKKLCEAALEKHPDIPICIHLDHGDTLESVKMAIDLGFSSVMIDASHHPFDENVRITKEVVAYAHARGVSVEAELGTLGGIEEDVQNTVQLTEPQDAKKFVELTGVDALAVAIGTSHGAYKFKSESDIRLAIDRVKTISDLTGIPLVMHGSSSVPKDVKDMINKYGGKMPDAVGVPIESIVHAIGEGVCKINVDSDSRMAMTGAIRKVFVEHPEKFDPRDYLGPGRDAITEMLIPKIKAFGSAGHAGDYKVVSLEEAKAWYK
#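 40 nM FBPA preincubated 10 min at RT with compound (up to 57.5 uM final), then substrate plus GAPDH/TPI/NAD/arsenate coupling and diaphorase/resazurin added. Fluorescence read after 20 min at RT, 525/598 nm.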
# Sm TGR inh: S. mansoni TGR enzyme inhibition | Q962Y6 | purified TGR, DTNB reduction, TNB absorbance 405 nm | Potency, µM (top dose mostly 114 µM), inactives show at the highest dose activity change, negative = inhibition, most hits filed as inhibitors | 360,000 tested, 3% active | AID 485364; further: potency means the concentration at half of the fitted maximal effect; on the % scale 0 is the no-effect control and ±100 the full control effect; nearly all actives have a fitted effect of over 60% in size
#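 Kinetic colorimetric format: TGR-catalysed, NADPH-driven DTNB reduction monitored via TNB absorbance. Enzyme dispensed at 20 nM; compound exposure 15 min at room temperature before reaction start.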
# Pf growth 48h: inhibits P. falciparum growth in the first generation, 48 h | P. falciparum luciferase growth in erythrocytes, 48 h | Potency, µM (doses to about 28.7 µM), for the others: top-dose activity change, negative = inhibition, usual class: inhibitors | 310,000 tested, 5.9% active; further: potency means the concentration at half of the fitted maximal effect; on the % scale 0 is the no-effect control and ±100 the full control effect
#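 Luminescence readout; reporter = integrated firefly luciferase in P. falciparum. RBC culture at 2% hematocrit, 0.1% parasitemia final, 37 C/5% CO2; decreased signal taken as growth inhibition.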
# * hit, by the source's call; i = inactive; u = inconclusive; x = no result given; & = joins results of further samples; [ ] = dose if it differs, or a comment. Unless noted, the call rests on the fitted dose curve; in most records, active means well fitted curve in the direction sought with a large enough effect; inconclusive means small, poorly fitted or top-dose-only effect, or another doubt; inactive means no such curve, though single readings can be large; an effect the other way counts as inactive or inconclusive.
SMILES,Shiga inhibitor,CHX counter,Pf growth 96h,Giardia FBPA inh,Sm TGR inh,Pf growth 48h
CC(C)(C)NC(=O)COC(=O)C1c2ccccc2Oc2ccccc21,-7,6,8%,3%,2%,2%
C=CCn1c(Sc2nnc(C)s2)nc2c1c(=O)[nH]c(=O)n2C,-6,-4,u,5%,6%,15%
COc1ccccc1OCCCc1c(C)n[nH]c1C,-22,-4,u,-19%,-8%[11.4 µM],x
COc1ccccc1N1CCN(Cc2c[nH]c3ccccc23)CC1,-4,-4,-15%,-2%,-1%,-12%
O=C(/C=C/c1ccc2c(c1)OCCO2)c1ccc(O)cc1,57*,37*,144%[activator],8%,-14%,186%[activator]
Oc1ccc2ccccc2c1/C=N/c1nccs1,-6,4,x,x,u,u
CCOC(=O)c1cccc(NS(=O)(=O)c2c(C)[nH]c(=O)[nH]c2=O)c1,15,-4,6%,5%,0%,u
O=C(Nc1cnccn1)c1cccs1,66,19*,x,2%,-6%,0%
CC1(c2ccc3c(c2)OCCO3)NC(=O)N(CC(=O)Nc2ccccc2)C1=O (stereo unspecified),x,x,u,x,-11%,5%
Cc1nnc(N2CCC(C(=O)NC3CCC(C)CC3)CC2)c2nn(-c3ccc(Cl)cc3)c(C)c12 (stereo unspecified),-4,-3,u,10%,-14%&-10%,30%
O=C(NCc1ccc(F)cc1)c1cccc(NC2=NC3CS(=O)(=O)CC3S2)c1 (stereo unspecified),-2,-3,0%,-17%,20%,-14%
COc1cc(NS(=O)(=O)c2ccc3c(c2)oc(=O)n3C)cc(OC)c1OC,-5,-6,u,1%,-3%,x
O=C(Nc1ccc(OC(F)(F)F)cc1)C1CCCN(S(=O)(=O)c2cnc[nH]2)C1 (stereo unspecified),-1,-2,u,x,-11%,11%
N#Cc1ccc(NC(=O)CN2CCCC2)cc1Cl,-9,-2,38%[activator],1%,-3%,9%
CC1CC(C)CN(CCOCCSc2ccc(Cl)cc2)C1 (stereo unspecified),-5,-5,16%,u,x,u
CC(C)CC(OC(=O)CC1Sc2ccccc2NC1=O)C(=O)NC1CCCC1 (stereo unspecified),-6,-7,-8%,2%,-15%,u
O=C(NC1CC1)C1CCN(c2ccc(S(=O)(=O)N3CCOCC3)cc2)CC1,1,-1,-5%,2%,6%,4.1µM*
CSc1ccccc1NC(=O)CN(C)C(=O)c1cccc(S(=O)(=O)N(C)C)c1,-2,13,33%[activator],4%,-2%,u
O=C1C2C3CCC(C3)C2C(=O)N1c1ccc2ccccc2c1 (stereo unspecified),x,7,u,3%,3%,36%[activator]
COc1ccc(NS(=O)(=O)c2cccc(Cl)c2Cl)cc1S(=O)(=O)N1CCCCC1,-4,-3,u,3%,-20%,-7%
O=C(Nc1ccc(S(=O)(=O)N2CCCCC2)cc1)c1ccncc1,-11,-8,u,6%,3%,u
CCCCSc1nnc(CCC)n1N,13,-3,u,0%,0%,u
COc1ccc(N2CCN(CCNC(=O)CCC(=O)NNc3nc4ccccc4c4nc(C)nn34)CC2)cc1,-10,1,u,x,-9%,15%
O=C(N/N=C\c1ccc(-c2ccccc2[N+](=O)[O-])o1)C1COc2cc3ccccc3cc2O1 (stereo unspecified),-2,3,80%[activator],-26%,-25%,u
O=C(CN1CCN(Cc2ccccc2)CC1)N=Nc1c(O)[nH]c2ccccc12,-12,-2,-28%,4%,-24%,-22%
CCCOc1ccc(C(C)=O)cc1Cc1c(O)nc(SC)[nH]c1=O,0,2,0%,-20%,-3%,6%
CC(C)CN1C(=O)NC(NC(=O)c2ccco2)(C(F)(F)F)C1=O (stereo unspecified),30,-4,u,-1%,-18%,-26%
O=C(CC1C(=O)NCCN1Cc1ccccc1C(F)(F)F)NC1CCCCC1 (stereo unspecified),-5,-3,10%,-11%,40µM*,5%
CCOC(=O)CSC1=C(C#N)C(c2ccccc2F)C(C(C)=O)=C(C)N1 (stereo unspecified),-10,-4,13%,-15%,5%,-18%
Cc1cc(C(F)(F)F)nc(NCc2ccc(F)cc2)n1,-10,-2,u,-1%,34%,7%
CCOC(=O)/C=C/C(=O)Nc1ccc(S(=O)(=O)N(C)c2ccccc2)cc1,31,7,-11%,-7%,40µM*,u
CCOC(=O)N1CCN(C(=O)/C=C/c2cccc([N+](=O)[O-])c2)CC1,13,3,u,1%,2%,-14%
O=S(=O)(Nc1ccccc1O)c1cccc2cccnc12,17,7,17%,-25%,-1%,13%
O=C(CNC(=O)C1CCCCC1)OCC(=O)c1ccc(Br)cc1,56*,41*,7%,1%,0%,7%
O=C(CCNS(=O)(=O)c1ccccc1)OCC(=O)c1ccc(Cl)cc1,x,x,1%,x,-2%,8%
COC(=O)CN1C(=S)N(c2ccc(Cl)cc2)C(=O)C1CC(=O)Nc1ccc(F)cc1 (stereo unspecified),-5,-1,u,-8%,-7%,u

# As entered above.
# Under Shiga inhibitor, O=S(=O)(Nc1ccccc1O)c1cccc2cccnc12 shows 17
# Under Giardia FBPA inh, CC(C)CN1C(=O)NC(NC(=O)c2ccco2)(C(F)(F)F)C1=O (stereo unspecified) shows -1%

# Other structures follow:
SMILES,Shiga inhibitor,CHX counter,Pf growth 96h,Giardia FBPA inh,Sm TGR inh,Pf growth 48h
COc1ccc(-n2ccnc2)cc1,-9,-2,-3%,1%,7%,21%
CC(=O)c1cccc(NC(=O)CSc2ccc(-c3sc(C)nc3C)nn2)c1,35,21,13µM*,x,-2%,-15%
O=C(Nc1ccc(Br)cc1)c1ccc(N2C(=O)C3CC=C(Cl)CC3C2=O)cc1 (stereo unspecified),-5,-2,-14%,4%,-5%,x
COC(=O)CN(c1ccccc1F)S(=O)(=O)c1ccccc1,26,-2,x,-4%,8%,8%
CN(C)S(=O)(=O)c1cccc(NC(=O)CNCc2ccccn2)c1,6,3,-9%,u,-3%,-8%
O=C(C1CCCN(CCCc2ccccc2)C1)N1CCCCCC1 (stereo unspecified),14,-2,49%[activator],-13%,0%,-10%
CCC(NC(=O)OC(C)(C)C)C(=O)Oc1cc(C)cc2oc(=O)c3c(c12)CCC3 (stereo unspecified),-2,-2,18%,5%,2%,-10%
Cc1ccc(-n2ncc(C#N)c2/N=C/N2CCOCC2)cc1,-4,1,u,5%,5%,14%
O=C(NC1CCCC1)C(c1ccncc1)N(C(=O)c1csnn1)c1ccccc1 (stereo unspecified),-11,-2,5.9µM*,0%,-5%,17%
COc1ccc(CCNC(=O)C(=O)c2c(C)n(C)c3ccccc23)cc1OC,-5,-8,-28%,x,3%,7%
Cc1ccc(C2CC(=O)N3CN(c4ccc(Br)cc4)CSC3=C2C#N)o1 (stereo unspecified),24,5,4.7µM*,u,28µM*,x
Cc1ccc(NC(=O)CCNS(=O)(=O)c2ccccc2)cc1S(=O)(=O)N1CCOCC1,x,x,u,x,2%,u
Cc1ccc(C)c(N2CCN(S(=O)(=O)c3ccc4c(c3)NC(=O)CC(=O)N4)CC2)c1,-3,0,-12%,13%,-4%,3%
Cc1cccc(NC(=O)c2ccc(C)c(S(=O)(=O)N3CCCCC3)c2)n1,x,x,u,x,-2%,22%
COc1ccc(OC)c(CNc2ncc(-c3ccc(F)cc3)n2C)c1,15,11,15µM*,u,-5%,u
CC(C)[C@H](CO)Nc1nc(NCc2ccc(S(N)(=O)=O)cc2)c2ncn(C(C)C)c2n1,-3,-2,u,-27%,4%,u
COCCN(C(=O)Cn1nnc2ccccc21)C(C(=O)NC1CCCC1)c1cc(OC)ccc1OC (stereo unspecified),9,-2,146%[activator],-3%,-2%,-23%
CC1=C(C(N)=O)C(c2ccccc2F)NC(=O)N1 (stereo unspecified),12,0,-25%,4%,4%,x
CCC(=O)C1=C(O)C(c2cccc(Oc3ccccc3)c2)CCC1=O (stereo unspecified),-4,-7,1%,1%,-11%,1%
COCCN(C(=S)Nc1ccc(OC)cc1)C1CCN(C(C)C)CC1,-8,5,12µM*,-1%,-1%,-4%
CC(=O)N1CCN(c2ccc(NC(=S)NC(=O)c3ccc(C)c([N+](=O)[O-])c3)cc2)CC1,-11,1,-2%,0%,11µM*,-17%
Cc1ccc(C(=O)c2coc3ccc(O)cc23)cc1,41*,34*,462%[activator],-4%,-15%,298%[activator]
Cc1ccccc1Nc1nc(Cl)c(C=O)s1,6,9,5%,6%,4%,u
CCc1ccc2c(Cl)c(C(=O)N/N=C/c3c[nH]c4ccccc34)sc2c1,30,22*,u,0%,14%,6%

# Single records, as listed above. Order of values: Shiga inhibitor | CHX counter | Pf growth 96h | Giardia FBPA inh | Sm TGR inh | Pf growth 48h
# Record of O=C(Nc1ccc(S(=O)(=O)N2CCCCC2)cc1)c1ccncc1 = -11 | -8 | u | 6% | 3% | u
# Record of Cc1nnc(N2CCC(C(=O)NC3CCC(C)CC3)CC2)c2nn(-c3ccc(Cl)cc3)c(C)c12 (stereo unspecified) = -4 | -3 | u | 10% | -14%&-10% | 30%
# Record of O=C(CC1C(=O)NCCN1Cc1ccccc1C(F)(F)F)NC1CCCCC1 (stereo unspecified) = -5 | -3 | 10% | -11% | 40µM* | 5%

# (next part)
SMILES,Shiga inhibitor,CHX counter,Pf growth 96h,Giardia FBPA inh,Sm TGR inh,Pf growth 48h
CCOc1ccc2[nH]c(=O)c(CN(Cc3ccc(F)cc3)C(=O)N3CCCC3)cc2c1,-2,2,395%[activator],-12%,-2%,-13%
CC1(c2ccc(NC(=O)c3ccccc3F)cc2)CC1(Cl)Cl (stereo unspecified),x,35*,9%,0%,7%,92%[activator]
Cc1cc(C(=O)NN=C2CCCCCC2)c(C)o1,52*,25*,40%[activator],-1%,3%,-3%
Cc1cc(/C=C(\C#N)C(=O)O)c(C)n1-c1ccc(Br)cc1,-2,-3,u,19%,1%,u
c1coc(CNC2C3CC4CC(C3)CC2C4)c1 (stereo unspecified),-7,-2,u,0%,0%,x
CC(=O)Nc1ccccc1-c1nc2ccccc2nc1OCC(=O)c1ccc2ccccc2c1,-10,-5,-27%,-2%,13%,u
CCOC(=O)C1(CCc2ccccc2)CCN(C(=O)CCn2cnnn2)CC1,21,12*,0%,-1%,-1%,15%
Cc1ccc2c(C)[nH]c(=O)cc2c1,-18,1,-23%,0%,-2%,28%
Cc1[nH]c(=O)[nH]c1CN1CCCCC1,-8,-1,16%,-5%,u,16%
C/C(=N/OC(=O)c1c(F)cccc1F)c1nccs1,-4,6,10%,0%,9%,15%
COc1ccc(NC(=O)CCCNC(=O)c2ccc(Cl)cc2)c(OC)c1,-10,-1,39%[activator],-8%,-5%,3%
CCN(CC)S(=O)(=O)c1cc(C(=O)Nc2cc(C)on2)c(Cl)cc1Cl,-13,1,u,15%,-2%,-20%
COc1ccc(/C=C(\NC(=O)c2ccccc2)C(=O)NCCC(=O)O)cc1,24,-3,u,0%,x,-3%
CCOC(=O)c1c(C)n(CC(O)CN2CCOCC2)c2cc(Br)c(OC)cc12 (stereo unspecified),-5,1,-10%,-15%,-6%,-49%
O=C(O)/C=C/C(=O)Nc1ccc(OCc2ccccc2)cc1,54,19*,42%[activator],29%,-16%,38%[activator]
C/C(CC(=O)Nc1ccc2c(c1)OCO2)=N\NC(=O)c1ccccc1N,101*,59*,u,5%,u,u
N#Cc1ccc(-c2ccco2)nc1SCC(=O)c1ccc(Cl)cc1,35,-2,9%[5.75 µM],20%,-16%,1%
Cc1ccc(-n2c(=O)cc(N3CCC(C)CC3)[nH]c2=O)cc1,-5,-2,80%[activator],-9%,-7%,19%
Cc1ccc(C)c(NC(=O)C(c2ccccc2)N2CCOCC2)c1 (stereo unspecified),33,7,17%,4%,4%,27%
C=CCNc1c2c(nc3ncnn13)CC(C)CC2 (stereo unspecified),-3,0,-11%,3%,4%,6%
Cc1ccc(NC(=O)c2cc(S(=O)(=O)N3CCOCC3)cn2C)c(C)c1,10,-2,-2%,-1%,3%,-2%
COC(=O)c1cccc(NC(=O)NC(=O)c2ccccc2Cl)c1,35,10,i,8%,1%,344%[activator]

# Hits appear at their usual frequency. Share with any hit: about 24%.
